MEKK3 PB1 HTS: modulators (inhibitors or enhancers) of MEK5 binding to human MEKK3 PB1 domain. hit rate 1.4% among 290,000. binding response (% of control), % at 10 µM. bead-based flow cytometry, Alexa488-MEK5 binding to MEKK3; actives lie on both sides; 0 = blocked by unlabeled MEK5, 100 = vehicle. Q99759;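 active = binding response more than 3 SD above or below the average of its plate-row segment, actives on both sides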;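 note: Alexa488 bead fluorescence after subtracting the streptavidin-only scavenger bead signal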
DNA FID counter: counter-screen for HCV NS3 helicase inhibitors: DNA intercalator displacement; hit rate 0.17% among 290,000; DNA fluorescent intercalator displacement, fluorescence; inhibition, % at 7.9 µM; in the data active = inhibition above about 37%;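 note: 0% = vehicle and 100% = reference compound; higher means more ethidium bromide displaced from hairpin DNA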
NALP1 yeast inh: inhibitors of NALP1 inflammasome in yeast. S. cerevisiae NALP1/ASC/caspase-1 growth, X-gal OD620, 72 h. inhibition, % at 10 µM. hit rate 0.61% among 280,000; in the data active = inhibition mostly above about 24%, no sharp cut-off; inactive = mostly below about 32%; note: some compounds called inactive have numbers as strong as hits
PfM18AAP inh: blocks P. falciparum M18 aspartyl aminopeptidase; recombinant PfM18AAP, H-Glu-NHMec fluorogenic cleavage; inhibition, % at 7.35 µM; hit rate 1.2% among 290,000;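 active = inhibition above the campaign mean inhibition over all tested compounds plus 3 SD, cut at about 28% in these data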;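 note: 0% = plate median of test compound wells and 100% = 2 mM ZnCl2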
OXTR ag: human OXTR agonism; P30559; CHO-OTR cells, Fluo-8 calcium fluorescence; normalized: DMSO 0%, oxytocin 100%; activation, % at 3 µM; hit rate 0.32% among 320,000; AID 2435;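 active = activation above the mean of all tested compounds plus 3 SD, cutoff set per screening run, cut at about 20% in these data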;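 note: peak over basal fluorescence ratio from a 100 s FLIPR kinetic read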
Target sequence (P30559 whole entry, looked up): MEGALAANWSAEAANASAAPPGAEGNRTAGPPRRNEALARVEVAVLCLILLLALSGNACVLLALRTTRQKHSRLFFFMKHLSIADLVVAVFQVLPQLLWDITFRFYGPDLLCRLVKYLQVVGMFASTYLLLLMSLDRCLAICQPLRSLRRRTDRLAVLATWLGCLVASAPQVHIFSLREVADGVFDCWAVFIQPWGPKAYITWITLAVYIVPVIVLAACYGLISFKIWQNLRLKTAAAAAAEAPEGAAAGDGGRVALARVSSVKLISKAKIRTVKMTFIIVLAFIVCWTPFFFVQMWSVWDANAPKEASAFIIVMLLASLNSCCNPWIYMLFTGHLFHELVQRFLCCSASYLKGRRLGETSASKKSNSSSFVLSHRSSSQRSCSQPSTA
MEKK2 WT-MEK5: raises or lowers MEK5 binding to wildtype human MEKK2 PB1 domain; Q9Y2U5; bead flow cytometry, Alexa488-MEK5 binding to MEKK2 WT; actives lie on both sides; binding response (% of control), % at 10 µM; hit rate 1.1% among 290,000; AID 1531; in the data active = binding response below about 67% or above about 130%
GPR7 antagonist: human neuropeptides B/W receptor 1 antagonism; P48145; GPR7-expressing cells, fluorescence antagonist assay; inhibition, % at 4.4 µM; hit rate 1.1% among 290,000; AID 1861; in the data active = inhibition above about 16%, passing the limit was not always enough;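 note: cells stimulated with the agonist NPW; 0% = agonist with vehicle and 100% = vehicle without agonist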
Target sequence (P48145 whole entry, looked up): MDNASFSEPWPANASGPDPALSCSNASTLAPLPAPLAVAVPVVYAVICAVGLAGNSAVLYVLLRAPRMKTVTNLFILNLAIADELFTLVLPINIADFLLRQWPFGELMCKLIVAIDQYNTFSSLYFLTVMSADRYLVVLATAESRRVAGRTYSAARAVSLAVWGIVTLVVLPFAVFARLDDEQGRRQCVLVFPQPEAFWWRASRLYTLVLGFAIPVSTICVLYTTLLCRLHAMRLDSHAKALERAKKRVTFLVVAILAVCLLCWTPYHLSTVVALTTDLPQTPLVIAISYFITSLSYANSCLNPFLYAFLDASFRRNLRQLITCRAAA
MEKK2mut PB1 HTS: signal of MEK5 binding to mutant human MEKK2 PB1 domain. bead flow cytometry, Alexa488-MEK5 binding to MEKK2 mutant. percent response, % at 10 µM. hit rate 0.35% among 290,000. AID 1530; in the data active = percent response above about 24%, passing the limit was not always enough; note: inactives centre near 1; some results filed as inactive read as strong as hits; reference of the scale not given here
PHOSPHO1 block: inhibitors of human PHOSPHO1 phosphatase | Q8TCT1 | recombinant PHOSPHO1, absorbance phosphatase assay | hit rate 1.1% among 290,000 | AID 1565 | inhibition, % at 13.3 µM; in the data active = inhibition above about 60%
Target sequence (Q8TCT1 whole entry, looked up): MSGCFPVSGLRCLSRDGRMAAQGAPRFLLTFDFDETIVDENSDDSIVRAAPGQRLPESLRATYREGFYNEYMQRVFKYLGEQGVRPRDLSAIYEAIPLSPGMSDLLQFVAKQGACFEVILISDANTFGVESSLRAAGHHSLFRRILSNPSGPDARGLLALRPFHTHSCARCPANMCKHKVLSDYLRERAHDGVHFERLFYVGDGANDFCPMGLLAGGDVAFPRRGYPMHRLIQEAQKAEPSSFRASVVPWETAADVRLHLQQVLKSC
Starred values were filed as active, the others as inactive; / = no result given; & = joins results of further samples; [ ] = remark or other dose. Not a hit list; overall some 6.2% were active at least once.

Compound,MEKK3 PB1 HTS,DNA FID counter,NALP1 yeast inh,PfM18AAP inh,OXTR ag,MEKK2 WT-MEK5,GPR7 antagonist,MEKK2mut PB1 HTS,PHOSPHO1 block
COC(=O)C(C)Oc1cc(OC(C)C(=O)OC)c2c(-c3ccccc3)cc(=O)oc2c1 (stereo not given),99,-33,17,-11,-2.0,102,-8,0,20
Nc1ccccc1C(=O)Nc1nccs1,97,-1,-4,-1,-1.3,87,-4,-9,19
COc1ccc(OC)c(NC(=O)c2ccc(CN(c3cc(Cl)ccc3C)S(=O)(=O)c3ccccc3)cc2)c1,102,1,6,6,0.1,97,-10,4,18
O=c1oc2c3c4c(cc2c(C(F)(F)F)c1CCN1CCOCC1)CCCN4CCC3,95,-7,5,-1,34*,93,7,-5,10
CN(C)S(=O)(=O)N1CCC(Oc2cccc(C(=O)N3CCSCC3)c2)CC1,106,-32,6,-2,0.2,108,-15,8,-9
COc1ccc(S(=O)(=O)N2CCN(C)CC2)c2ccccc12,100,4,26,1,0.6,96,-3,4,38
CCOC(=O)c1c(-c2ccc(C)o2)csc1NC(=O)CSc1nnc(C)s1,98,-31,2,-87,0.2,93,1,-2,24
CN(C)c1cccc(C(=O)Nc2cccc(S(=O)(=O)NC3=NCCC3)c2)c1,97,-17,2,5,0.5,101,5,2,33
O=C(NCc1ccccc1)C1CCCN(S(=O)(=O)c2ccc(F)cc2)C1 (stereo not given),105,-18,-15,2,-1.8,107,-10,9,41
N#C/C(=C/c1cn(-c2ccccc2)nc1-c1cccc(OCc2ccccc2)c1)C(=O)NCCCn1ccnc1,90,1,0,-2,0.2,126,0,2,7
COc1ccc(C(CCN)Cc2ccccc2)cc1 (stereo not given),95,8,6,1,1.8,103,5,-3,26
Cc1ccc(CNC(=O)C2(c3cccs3)CCOCC2)cc1,97,2,29,-6,-2.5,100,-7,5,-3
Cc1ccc(-n2c(=S)sc3c(=O)n(-c4ccccc4C)c(SCC(=O)O)nc32)cc1C,105,-14,0,8,-0.5,101,-1,3,46
CC(C)(C)OC(=O)N[C@@H](Cc1ccccc1)C(=O)N[C@@H](CO)[C@H](O)[C@@H]1C[C@@H]1C(=O)N1CCCC1,108,-31,8,-6,-0.1,112,4,3,-30
N#CNC(N)=Nc1cccc(Cl)c1,122*,-3,8,-2,0.8,126,1,8,-7
COc1ccccc1NC(=S)N(CCN(C)C)C(C)c1ccncc1 (stereo not given),105,-2,/,-11,1.1,97,-9,-3,39
Cc1ccc(OC(C)C(=O)N2CC(=O)Nc3ccccc32)c(C)c1 (stereo not given),97,-19,7,-13,0.3,96,-8,-6,19
CCc1ccc(-c2csc3ncn(CC(=O)NCc4ccco4)c(=O)c23)cc1,105,-18,/,6,0.7,94,-6,4,-6
Cc1ccc(C(=O)Nc2ccccc2N2CCCCC2)o1,96,-25,8,5,-0.8,100,-1,1,-5
O=C(NCCCN1CCOCC1)c1cc(-c2ccccc2F)no1,101,0,21,-8,2.1,103,-6,3,-20
C/C(=N\Nc1ccc(C(F)(F)F)cc1[N+](=O)[O-])C1CC1,99,-1,-12,0,-1.9,95,-7,-2,13
CCOC(=O)c1cc2c(=O)n3ccccc3nc2n(C(C)C)c1=NC(=O)c1c(-c2c(F)cccc2Cl)noc1C,108,-2,27,-7,-1.1,83,-10,-2,-3
O=C(Nc1ccc(F)cc1)c1cccnc1N1CCCCC1,102,-10,47,1,-0.5,107,-7,1,7
COc1ccc(C(=O)c2c(-c3ccsc3)oc3ccc(-c4ccc(OC)cc4)cc23)cc1,99,/,/,/,1.0,97,/,-2,/
Cc1ccc(CSCCNS(C)(=O)=O)cc1,58*[inhibitor],1,6,2,-0.3,91,-11,-4,-14
CN(CC(=O)Nc1ccc(Cl)c(Cl)c1)Cc1nnc(-c2ccc(F)cc2)o1,102,-24,11,5,3.0,104,-12,3,-1
COc1cccc(CN2CCNC(=O)C2CC(=O)NCCCN2CCCC2=O)c1 (stereo not given),100,-3,36,14,1.8,100,-1,-2,13
COC(=O)/C(C#N)=C(/Nc1ccc(F)c(Cl)c1)C(F)(F)F,98,4,33,8,0.4,100,-7,0,16
O=C(O)c1ccn2c(C(=O)c3ccccc3)c(-c3ccccc3)cc2c1,97,-25,12,-6,-2.0,95,-19,-4,23
CCOc1ccc(CN(C)C(=O)CNC(=O)C2CCCCC2)cc1,101,-23,10,-15,-2.1,106,-1,4,23
O=C(CSc1nc(-c2ccncc2)nn1CC(=O)N1CCCCC1)NC1CCCC1,96,-10,12,-7,0.6,97,-2,-1,-16
O=C1CN(C(=O)COC(=O)c2ccccc2NCc2ccco2)c2ccccc2N1,105,-21,-2,7,0.5,103,0,4,6
COc1ccc(OCC(=O)N2c3ccc(C)cc3C3CN(C)CCC32)cc1 (stereo not given),82,7,-20,-5,0.3,112,-4,-1,40
COc1ccc(-c2n[nH]c(=S)n2Cc2ccccc2)cc1OC,101,-18,-5,15,-1.4,100,-18,19,-102
Cc1scc(C(=O)NNC(=S)NC(C)c2ccccc2)c1C (stereo not given),97,-10,7,-13,1.0,96,-9,-3,34
CC(NC(=O)C(=O)NCCN1CCN(C(=O)c2ccc([N+](=O)[O-])cc2)CC1)c1ccccc1 (stereo not given),102,-33,27,-3,-0.3,104,10,2,-1
COc1ccc(C(=O)NCCN2CCOCC2)c(OC)c1,102,-1,0,-2,0.2,97,-10,-2,24
Cc1cc(=O)oc(C)c1C(=O)NCC(C)NC(=O)c1c(C)cc(=O)oc1C (stereo not given),93,-3,14,-2,0.7,96,-19,2,-13
O=C(CN1CCN(c2ccccn2)CC1)N(c1ccccc1)c1ccc2ccccc2c1,/,-26,-32,10,-2.5,/,2,/,5
CC1(C)CC(C(N)=S)CCO1 (stereo not given),92,-3,2,-4,0.7,93,-15,-7,19
O=C(c1cccnc1)N1CCN(c2ccc([N+](=O)[O-])cc2Cl)CC1,99,-2,18,-9,1.1,105,2,10,2
CC1Cc2ccccc2N1S(=O)(=O)c1cccc(C(=O)N2CCN(c3ncccn3)CC2)c1 (stereo not given),101,-36,5,0,-0.7,94,-4,-4,32
COc1ccccc1Nc1nc(C)cc(=O)[nH]1,99,4,9,4,-0.4,99,-3,-2,-7
CCCn1c(=O)[nH]c(=O)c2[nH]cnc21,104,0,17,0,-0.2,101,6,4,6
Cc1cc(NC(=O)CSc2ccc3nnc(-c4ccc(F)cc4)n3n2)no1,108,-1,22,-2,-0.9,108,-11,7,-100
Cc1ccc(CSCC(=O)NCc2ccc3c(c2)OCO3)cc1,104,-21,-4,2,-3.1,101,-14,4,-1
CCOC(=O)C1(Cc2ccccc2C)CCCN(C(=O)CCc2cccnc2)C1 (stereo not given),99,-27,6,-2,-1.1,98,-1,-5,23
CCOC(=O)CSc1n[nH]c(NC(=O)c2ccc(F)cc2)n1,101,-1,5,0,0.8,104,-4,5,24
CCC(=O)Nc1nnc(-c2cccs2)s1,89,0,9,-3,0.6,92,-10,-3,26
CC(Oc1ccc2c(-c3ccccc3)cc(=O)oc2c1)C(=O)NCCCN1CCOCC1 (stereo not given),102,12,11,2,1.2,103,6,2,12

Not a retest: entries from further up.
Compound,MEKK3 PB1 HTS,DNA FID counter,NALP1 yeast inh,PfM18AAP inh,OXTR ag,MEKK2 WT-MEK5,GPR7 antagonist,MEKK2mut PB1 HTS,PHOSPHO1 block
COC(=O)C(C)Oc1cc(OC(C)C(=O)OC)c2c(-c3ccccc3)cc(=O)oc2c1 (stereo not given),99,-33,17,-11,-2.0,102,-8,0,20
Nc1ccccc1C(=O)Nc1nccs1,97,-1,-4,-1,-1.3,87,-4,-9,19

Further compounds follow.
Compound,MEKK3 PB1 HTS,DNA FID counter,NALP1 yeast inh,PfM18AAP inh,OXTR ag,MEKK2 WT-MEK5,GPR7 antagonist,MEKK2mut PB1 HTS,PHOSPHO1 block
COc1ccccc1NC(=O)c1ccc(NC(=O)CN(C)Cc2ccccc2F)cc1,102,-6,8,-5,-1.8,97,-14,-3,41
Cc1cccc(N2CCN(C(=O)CCn3c(=O)[nH]c4ccccc4c3=O)CC2)c1C,97,-7,3,-10,-2.1,91,5,-5,31
NS(=O)(=O)c1ccc(NC(=O)COC(=O)C2(c3ccccc3F)CCCC2)cc1,107,-3,30,0,4.1,105,1,4,8
O=C(NCc1ccccc1)C(=O)Nc1nc(C23CC4CC(CC(C4)C2)C3)cs1,106,-6,15,-7,-0.9,117,-11,17,-15
COc1ccc(C(=O)NC(=S)NNC(=O)c2ccccc2O)cc1,105,-2,9,23,8.1,106,-2,3,28
O=[N+]([O-])c1ccc(/C=N/Nc2ccc3ccccc3c2)o1,88,10,3,-1,12,2.0*[inhibitor],-9,-2,-4
Cc1ccc2c(CN(C)Cc3cccc(F)c3)cc(=O)oc2c1C,101,-26,14,3,-1.3,95,2,5,24
COCCSc1ccccc1C(=O)Nc1ccccc1C(C)C,112,-26,24,7,-1.4,106,-5,-1,35
Cc1cc(C)nc(Nc2nc3ccccc3s2)n1,107,3,-19,2,0.1,104,-8,1,-14
CCN(CCCNC(=O)C1CCC(=O)N1Cc1ccc(C)cc1)c1cccc(C)c1 (stereo not given),100,-14,-11,54*,-1.3,99,-8,1,13
CCN1CCN(c2ccc(NC(=O)c3ccc([N+](=O)[O-])o3)cc2Cl)CC1,96,24,8,-6,/,102,-1,-1,-10
CC1S/C(=N/N=C2CCCCC2)NC1=O (stereo not given),98,-1,13,4,0.0,98,-10,-2,-3
CCCn1nnc(NC(=O)c2cc(Br)cc(Br)c2OC)n1,105,-12,22,-7,-1.4,104,-1,2,27
COc1cccc(NC(=O)c2cnc[nH]2)c1,108,0,2,-15,2.4,107,0,7,9
C=CCn1c(=O)c2ccccc2n2c(SCC(=O)NCc3cccs3)nnc12,103,-8,-5,-9,-2.2,102,7,2,17
COc1ccc(CCNC(=O)C2CC3Cn4c(nc5cc(Cl)c(Cl)cc54)C3N2C)cc1 (stereo not given),107,/,/,/,3.2,100,/,6,48
CCOC(=O)c1ccc(NC(=S)NC(=O)COc2ccccc2)cc1,109,-7,14,-9,-1.0,110,-10,-1,2
CCOc1ccc(N(C)S(=O)(=O)c2ccc(-c3ccc(=O)[nH]n3)s2)cc1,100,-33,-2,4,1.4,104,-1,2,53
Cc1ccc([N+](=O)[O-])cc1N/C=C1\CCCCC1=O,103,1,18,5,1.3,99,13,0,-5
CC(=O)Nc1ccc(NC(=O)c2cc(=O)c3cc(C)cc(C)c3o2)cc1,103,-7,-49,-3,0.9,104,-22,4,25
COc1ccccc1Nc1nc(N)nc(CN2CCc3ccccc3C2)n1,98,-6,-95,8,-1.6,101,-11,3,-7
COc1cc(OC)cc(C(=O)NCCC(c2ccccc2)c2ccccc2)c1,107,-32,-1,-4,5.2,106,-13,4,5
C=CCn1c(SCC(=O)NC(=O)NC2CCCC2)nnc1C1CCCCC1,84,-27,12,2,1.9,98,-7,2,7
Cc1ccc(C)c(C(=O)N2CCN(c3ncccn3)CC2)c1,104,-16,22,-9,-0.8,100,4,4,20
CC1(N2CCCCC2)CC2(O)C(=[N+]1[O-])CCC/C2=N\O (stereo not given),/,-3,35,-1,0.7,/,-7,/,22
COc1ccc(C2c3ccc4ccccc4c3Oc3ncn(CCCO)c(=N)c32)cc1OC (stereo not given),107,-26,17,-2,4.3,132,-9,23,28
O=C(N/N=C/c1ccccc1O)c1cccc2ccccc12,109,-7,15,-2,/,108,7,0,40
c1ccc2c(c1)cnc1ccccc12,37*[inhibitor],-3,/,-12,-2.4&-0.4,33*[inhibitor],-10,-13,25

Assay outcomes from PubChem.
